Screening data: PubChem, several laboratories
TbMetRS inhib = T. brucei MetRS inhibitors, primary screen, biochemical, luminescence; actives 0.4% (n = 360,000); inhibition, % at 11.9 µM; AID 624268, 2012; purified T. brucei MetRS, ATP depletion, Kinase-Glo luminescence; methionyl-tRNA synthetase (Trypanosoma brucei brucei);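 active = inhibition above a per-plate cutoff of the control wells' mean inhibition plus 3 SD, cut at about 5.5% in these data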;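 also: 0% = DMSO wells median and 100% = median of wells with control inhibitor compound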
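Dosing: 11.9 µM single point; system: parasite MetRS enzyme; technique: luminescence of leftover ATP; times: 15 min enzyme-compound preincubation, 2 h reaction, 10 min detection, 25 °C; replicates: each compound tested once; read-out basis: percent inhibition relative to median high and low control wells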
NadD inh = inhibitors of S. aureus NadD, primary screen, biochemical, colorimetric, uHTS. Nicotinate-nucleotide adenylyltransferase NadD (Staphylococcus aureus N315). purified NadD enzyme, colorimetric absorbance read-out. inhibition, % at 20 µM. actives 0.78% (n = 360,000); in the data active = inhibition above about 26%; also: some compounds past the cut are filed as inactive
CSN deneddyl inh = inhibitors of CSN-mediated cullin deneddylation, primary screen, biochemical, fluorescence polarization, uHTS. actives 0.38% (n = 360,000). inhibition, % at 12.5 µM. Purified CSN, SCF-Nedd8-OG deneddylation;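 active = pattern-corrected inhibition above about 35%, with an unprinted fluorescence ratio check between 0.5 and 1.5, limit read from the data, passing the limit was not always enough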;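 also: 0% = enzyme with substrate and 100% = substrate without enzyme; some results filed as inactive read as strong as hits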
Target sequence (Q92905 whole entry, looked up, one chain of several): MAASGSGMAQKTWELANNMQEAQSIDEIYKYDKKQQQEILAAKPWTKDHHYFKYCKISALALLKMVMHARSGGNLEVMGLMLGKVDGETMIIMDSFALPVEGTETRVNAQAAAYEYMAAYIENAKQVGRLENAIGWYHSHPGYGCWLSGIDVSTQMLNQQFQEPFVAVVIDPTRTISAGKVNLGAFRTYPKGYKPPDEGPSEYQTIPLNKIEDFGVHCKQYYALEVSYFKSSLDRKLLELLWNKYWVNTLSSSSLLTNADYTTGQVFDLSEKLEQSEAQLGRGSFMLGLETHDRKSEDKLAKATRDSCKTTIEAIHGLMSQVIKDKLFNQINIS
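Assay system: purified human Csn5 enzyme expressed in HEK293T cells; measure: % inhibition; also added: SCFSkp2-Nedd8OG substrate at 10 nM final; technique: fluorescence polarization; times: reaction 90 min, room temperature; medium: Tris buffer pH 7.5, NaCl, DTT, Tween-20, trehalose, ovalbumin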
STEP inh = STEP phosphatase inhibitors, primary screen, biochemical, fluorescence intensity, uHTS; Tyrosine-protein phosphatase non-receptor type 5 (Homo sapiens), P54829; actives 0.25% (n = 360,000); inhibition, % at 20 µM; recombinant STEP, OMFP fluorogenic substrate;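 active = inhibition at 20 µM, scaled per plate between control wells, above about 37%, limit read from the data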;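 also: 0% = DMSO with enzyme and substrate and 100% = substrate only without enzyme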
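System: STEP (striatal-enriched tyrosine phosphatase) enzyme, cell-free; medium: Bis-Tris pH 6.0 buffer with DTT, detergent; dosing: 20 µM, 1% DMSO; times: reaction 20 min, ambient temperature; detection: fluorescence, 480/540 nm; read-out basis: normalized % inhibition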
SUMO1 PPI mod = modulators of SUMO1 protein-protein interactions, primary screen, biochemical, uHTS | Small ubiquitin-related modifier 1 (Homo sapiens), P63165 | SUMO1 binding to a labelled peptide, TR-FRET, 1 h | inhibition, % at 20 µM | actives 0.33% (n = 360,000) | AID 602429, 2012; in the data active = inhibition above about 37%
Target sequence (P63165 whole entry, looked up): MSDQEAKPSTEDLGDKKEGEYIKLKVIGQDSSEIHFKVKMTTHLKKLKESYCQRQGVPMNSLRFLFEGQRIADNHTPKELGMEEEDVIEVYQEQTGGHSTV
LMPTP inh = LMPTP phosphatase inhibitors, primary screen, biochemical, fluorescence intensity, uHTS. recombinant LMPTP-A, OMFP fluorogenic substrate. AID 651560, 2012. Low molecular weight phosphotyrosine protein phosphatase (Homo sapiens), P24666. actives 0.22% (n = 360,000). inhibition, % at 20 µM;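 active = compounds that cut the enzyme signal by at least half of the control window in the single-dose screen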;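 also: plate controls were DMSO wells with enzyme plus substrate for no effect and substrate without enzyme for full effect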
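Assay system: LMPTP-A enzyme. Input: 0.625 nM LMPTP-A final. Probe or stimulus: 400 µM OMFP. Compound dosing: single 20 µM dose. Schedule: 50 min dark incubation at room temperature. Detection: fluorescence intensity of OMFP turnover product. Read-out: percent inhibition versus substrate-only and uninhibited controls. Benchmarks: no-enzyme low control, uninhibited high control.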
Rpn11 inh = Rpn11 (PSMD14) deubiquitinase inhibitors, primary screen, biochemical, fluorescence polarization, uHTS; 26S proteasome non-ATPase regulatory subunit 14 (Homo sapiens), O00487; human 26S proteasome, Ub4-pepOG fluorescence polarization; 20S core pre-blocked with epoxomicin; calls only at 20 µM; actives 0.59% (n = 360,000); AID 588493, 2011;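 active = inhibition at 20 µM, scaled to each plate's controls, above about 33%, limit read from the data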
Target sequence (O00487 whole entry, looked up): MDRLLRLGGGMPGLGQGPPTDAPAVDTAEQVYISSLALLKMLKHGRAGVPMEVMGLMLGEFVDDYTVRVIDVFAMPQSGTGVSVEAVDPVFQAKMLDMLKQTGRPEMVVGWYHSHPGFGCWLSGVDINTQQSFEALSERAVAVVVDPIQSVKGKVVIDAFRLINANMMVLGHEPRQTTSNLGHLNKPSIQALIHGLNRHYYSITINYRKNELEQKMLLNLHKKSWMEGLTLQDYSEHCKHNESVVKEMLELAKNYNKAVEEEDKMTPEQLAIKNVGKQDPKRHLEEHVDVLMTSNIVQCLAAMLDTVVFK
Scp1 inh = Scp-1 phosphatase inhibitors, primary screen, biochemical, colorimetric, uHTS; AID 493091, 2011; inhibition, % at 20 µM; actives 0.88% (n = 340,000); Recombinant Scp1, phosphopeptide, malachite green phosphate absorbance;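 active = inhibition above about 50% at 20 µM, limit read from the data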;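 also: plate controls were DMSO wells with enzyme for no effect and wells lacking enzyme for full effect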
Target sequence (Q9GZU7 76-261 limits assumed): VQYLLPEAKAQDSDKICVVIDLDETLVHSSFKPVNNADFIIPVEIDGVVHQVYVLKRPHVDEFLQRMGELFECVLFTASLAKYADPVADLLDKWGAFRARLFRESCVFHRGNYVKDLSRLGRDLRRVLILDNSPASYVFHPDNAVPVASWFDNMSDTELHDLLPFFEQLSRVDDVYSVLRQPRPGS
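Test system – truncated SCP-1 phosphatase (76-261aa) · Reagent – Phosphorylated 17-residue peptide substrate · Incubation – 45 min room-temperature reaction, 5 min colour, 30 min stabiliser · Detection – colorimetric phosphate reagent with accelerator and stabiliser, absorbance at 630 nm · Measure – % inhibition at 20 µM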
DNMT1 block = human DNMT1 methyltransferase inhibitors, primary screen, biochemical, molecular beacon, fluorescence, HinP1I cleavage, uHTS; DNA (cytosine-5)-methyltransferase 1 (Homo sapiens), P26358; inhibition (reported as % activation of signal), % at 10 µM; actives 0.83% (n = 360,000); in the data active = inhibition above about 50%
MsrA inhibitor = bovine MsrA enzyme inhibitors, primary screen, biochemical, absorbance, HTS; Methionine sulfoxide reductase A (Bos taurus); actives 0.75% (n = 360,000); purified bovine MsrA, absorbance read-out; inhibition, % at 15.5 µM; AID 651718, 2012; in the data active = inhibition above about 4.5%;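 also: 0% = vehicle wells with enzyme and 100% = reference inhibitor wells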
The depositor's hits bear a star; i = inactive; . = no result given.

SMILES	TbMetRS inhib	NadD inh	CSN deneddyl inh	STEP inh	SUMO1 PPI mod	LMPTP inh	Rpn11 inh	Scp1 inh	DNMT1 block	MsrA inhibitor
Cc1cc(Br)ccc1NC(=O)CN1CCN(c2ccccn2)CC1	-0.1	-5.6	-3.8	-1.3	3.9	-0.6	i	-10.4	0.4	1.2
COCCN(C(=O)CSc1nnc(-c2cccs2)n1N)c1c(N)n(Cc2ccccc2)c(=O)[nH]c1=O	-0.1	2.2	0.4	5.8	-3.2	-0.9	i	-7.3	-0.3	0.1
c1ccc(Sc2cnc3ccccc3n2)cc1	-1.0	-6.9	0.6	-3.2	-18.6	-0.1	i	-4.9	4.6	0.3
Cc1ccc(N(CC(=O)NCc2ccccn2)S(=O)(=O)c2ccccc2)cc1Cl	-0.3	1.4	3.6	-4.9	-4.9	0.0	i	-12.6	0.5	-2.0
NNC(=O)CSCc1nc(-c2ccccc2)cs1	0.2	-0.1	-3.8	-0.8	5.1	-1.0	i	-7.3	0.0	-0.8
O=C(Nc1ccc2nc[nH]c2c1)c1ccco1	0.3	5.7	4.2	1.9	3.4	-0.1	i	-4.8	-1.4	0.3
COCCn1nnnc1CN1CCC(O)(c2cccc(C(F)(F)F)c2)CC1	-0.6	4.1	0.2	-1.2	0.8	-0.5	i	9.8	0.9	0.6
CN1CCN(CCC(=O)Nc2ccc3c(c2)OCO3)CC1	0.1	0.0	7.0	2.4	0.7	-1.9	i	-9.2	-0.7	-1.0
COc1cc2c(cc1OC)C(c1ccccc1)CC2=O (configuration not stated)	1.6	-8.2	0.9	-0.6	0.4	-1.0	i	0.9	3.1	-0.3
O=C(CCN1C(=O)c2ccccc2C1=O)NCc1ccncc1	-0.7	-9.3	1.1	-3.8	-6.2	0.3	i	0.2	-3.3	-0.2
Cc1ccc(C(=O)Nc2c(C)n(C)n(-c3ccccc3)c2=O)cc1S(=O)(=O)N1CCOCC1	-0.8	-1.8	-3.7	-4.3	1.3	-1.1	i	1.1	7.5	-0.3
COc1cc(O)c(C=NN2C(=O)CSC2=S)c(OC)c1	0.1	22.0	1.7	4.6	8.7	-0.2	i	.	-35.7	2.7
Cc1cc([N+](=O)[O-])nn1Cc1noc(C(=O)NCCc2ccccn2)n1	-0.9	-2.7	3.3	-0.3	-3.8	-1.9	i	-7.9	1.7	1.5
NC1=NC(=Nc2ccc(S(=O)(=O)N3CCOCC3)cc2)c2ccccc21	-0.7	-9.6	3.7	-2.9	-25.5	-3.1	i	-15.5	-0.1	-0.1
COc1ccc(C2(c3ccc(OC)cc3)NC(=O)N(CC(=O)Nc3ccccc3C)C2=O)cc1	0.0	-3.1	-1.9	-0.2	-0.8	0.5	i	44.2	-0.4	-0.6

Some entries already given with just CSN deneddyl inh and LMPTP inh.
| SMILES | CSN deneddyl inh | LMPTP inh |
| --- | --- | --- |
| COc1cc2c(cc1OC)C(c1ccccc1)CC2=O (configuration not stated) | 0.9 | -1.0 |
| COc1ccc(C2(c3ccc(OC)cc3)NC(=O)N(CC(=O)Nc3ccccc3C)C2=O)cc1 | -1.9 | 0.5 |

(next part)
SMILES	TbMetRS inhib	NadD inh	CSN deneddyl inh	STEP inh	SUMO1 PPI mod	LMPTP inh	Rpn11 inh	Scp1 inh	DNMT1 block	MsrA inhibitor
CCOc1cc(/C=N/Nc2nn3cnnc3c3ccccc23)ccc1O	-2.1	-11.4	-1.0	7.9	-0.9	1.2	i	5.7	0.7	4.2
CCOC(=O)c1c(C)oc2c(F)c(F)c(F)c(F)c2c1=O	-0.4	-0.7	1.1	5.9	2.0	-2.1	i	-7.0	10.3	-0.6
Cc1ccc(C)c(OCC(=O)N/N=C/c2ccc(N3CCOCC3)cc2)c1	-0.1	2.4	-0.5	-1.2	-15.9	-0.2	i	.	-1.4	2.1
COc1cc(NC(=O)c2ccccc2)c(OC)cc1NC(=O)CN1C(=O)N(C)C2(CCCCC2)C1=O	-0.4	3.0	9.2	-0.6	7.0	1.6	i	-6.2	-4.4	-0.7
C[C@H](CO)NC(=O)c1[nH]cnc1C(=O)Nc1cccc(Cl)c1	-0.3	5.1	11.8	-3.2	0.8	-0.3	i	.	4.0	-1.4
CSC(=Nc1cccc(C)c1)NC#N	-0.1	0.4	-6.8	-2.5	2.2	-2.3	i	-2.7	17.9	-0.6
CC/C(=N\N=C1\SC(C)C(=O)N1Cc1ccco1)c1ccccc1 (configuration not stated)	-0.1	-4.5	0.5	1.8	0.2	0.9	i	9.2	-2.0	-0.1
COc1ccc(OC)c(S(=O)(=O)N(C)CC(=O)N2CCN(c3ccccc3)CC2)c1	-0.3	-3.4	1.2	-1.7	-0.1	-1.7	i	-18.1	-0.2	-0.1
CCN(C)C1CN(Cc2cn(CCCOC)nn2)S(=O)(=O)C1 (configuration not stated)	-0.7	-3.1	-1.2	.	6.8	0.0	.	.	.	-0.6
NC(=O)CC1NC(=O)c2ccccc21 (configuration not stated)	-0.1	-7.4	-6.8	-2.9	-3.4	-0.6	i	-8.0	0.8	1.6
Cc1cc(NC(=O)CSc2nnc(-c3ccccc3)n2C)no1	-0.8	2.4	-18.6	-2.9	1.2	-1.1	i	3.5	4.5	-1.1
CC(=O)c1cc2c(cc1NS(=O)(=O)c1ccc(C)cc1)OCO2	-0.5	-3.2	4.2	2.4	-3.4	-2.9	i	-7.8	-2.5	1.8
COc1ccc(/C=N\NC(=O)c2ccccc2OC)cc1COc1c(F)c(F)c(F)c(F)c1F	0.3	-2.7	5.7	6.2	-7.3	11.4	i	-6.7	0.8	2.6
CC(C)CN(C(=O)CN1CCN(c2ccccc2O)CC1)c1c(N)n(CC(C)C)c(=O)[nH]c1=O	0.5	2.5	1.8	-1.8	-1.7	-0.5	i	0.0	-1.0	-0.4
O=C(CN1C2CCC1CC(NC(=O)Nc1ccccc1)C2)NCc1ccco1 (configuration not stated)	-1.7	-4.4	-3.8	0.2	0.3	0.1	i	1.4	0.4	-0.4
Cc1ccc(NNC(=O)Nc2ccc(Cl)cc2)nn1	-0.3	-1.9	-6.1	8.3	2.2	1.8	i	-13.3	4.7	-0.5
C=CCNS(=O)(=O)c1ccc(C(=O)OCc2cc(=O)oc3cc(OC)ccc23)cc1	-0.4	13.3	-2.6	3.7	-13.0	1.0	i	0.7	2.1	1.6
N#Cc1ccc(CN2CCN(C(=O)c3cc(Cl)c4c(c3)OCCO4)CC2)cc1	-0.3	-4.0	2.8	1.6	2.4	-1.0	i	-12.0	-1.4	-0.9
CCOC(=O)CNC(=O)Nc1cccc(Cl)c1C	-0.5	-5.6	-1.6	1.3	-0.8	-1.3	i	1.4	-2.1	-0.6
O=S(=O)(c1cc(F)cc(F)c1)N1CCN(c2ncccn2)CC1	0.0	1.5	0.6	-0.3	-0.8	0.3	i	0.6	0.9	-0.2
CC(C)C[C@@H](CO)N1CCNCCC1=O	-0.3	0.6	4.7	-1.1	-1.3	-0.5	i	-0.3	-2.2	0.3
CCOC(=O)N/N=C\c1ccc(OC(=O)c2ccc3c(c2)OCO3)cc1	-0.6	-5.3	-2.0	0.2	1.0	-0.8	i	-2.5	2.0	0.4
COc1ccc(CCC(=O)Nc2cc3c4c(c2)CC(=O)N4CCC3)cc1	-0.3	2.9	-9.5	1.7	-3.9	1.6	i	-9.0	-4.9	-0.4
COc1ccc(C(=O)NC(=S)Nc2cccc(Cl)c2N2CCOCC2)cc1[N+](=O)[O-]	-0.5	2.1	1.9	-4.5	-4.1	1.8	i	-11.2	-7.1	-0.4
O=c1c2c(-c3cccc([N+](=O)[O-])c3)ccnc2[nH]n1-c1ccccc1	-1.1	-1.8	1.9	10.1	-24.0	28.2	i	33.1	0.5	-0.2
CC1CCCC(C)N1C(=O)COC(=O)c1cc([N+](=O)[O-])ccc1N1CCOCC1 (configuration not stated)	-0.3	-2.3	-0.9	-2.1	-31.7	0.5	i	-3.5	-0.6	4.4
CC1(C(=O)NS(=O)(=O)c2cccc(Cl)c2)CCN1C(=O)CC1CCCC1 (configuration not stated)	0.3	-1.1	1.1	1.4	-1.4	-0.7	i	.	-1.3	-1.3
C=CCNC(=O)COC(=O)COc1ccc(Cl)cc1	-1.1	-10.7	5.6	-6.0	-3.3	-0.7	i	-6.5	-2.8	-0.7
Cc1ccccc1NC(=S)N(CCN1CCCCC1)Cc1ccco1	0.0	-1.0	-8.4	3.6	-4.9	1.2	i	-9.1	3.1	0.6

An excerpt from the list above, for reference:
SMILES	TbMetRS inhib	NadD inh	CSN deneddyl inh	STEP inh	SUMO1 PPI mod	LMPTP inh	Rpn11 inh	Scp1 inh	DNMT1 block	MsrA inhibitor
Cc1ccc(NNC(=O)Nc2ccc(Cl)cc2)nn1	-0.3	-1.9	-6.1	8.3	2.2	1.8	i	-13.3	4.7	-0.5
C=CCNS(=O)(=O)c1ccc(C(=O)OCc2cc(=O)oc3cc(OC)ccc23)cc1	-0.4	13.3	-2.6	3.7	-13.0	1.0	i	0.7	2.1	1.6
N#Cc1ccc(CN2CCN(C(=O)c3cc(Cl)c4c(c3)OCCO4)CC2)cc1	-0.3	-4.0	2.8	1.6	2.4	-1.0	i	-12.0	-1.4	-0.9
CCOC(=O)CNC(=O)Nc1cccc(Cl)c1C	-0.5	-5.6	-1.6	1.3	-0.8	-1.3	i	1.4	-2.1	-0.6
O=S(=O)(c1cc(F)cc(F)c1)N1CCN(c2ncccn2)CC1	0.0	1.5	0.6	-0.3	-0.8	0.3	i	0.6	0.9	-0.2
